# Source: PubChem
# APP 5'UTR act: activates APP 5'UTR luciferase reporter | SH-SY5Y APP 5'UTR luciferase reporter, luminescence; zero percent = DMSO vehicle wells | activation, % at 2 µM | hit rate 1% among 190,000;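 active means activation above a set limit, based on mean plus 3 SD of controls, cut at about 140% in these data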; further: values of inactives mirror those of a sister screen read the other way
# NF-kB neuron act: raises NF-kB expression in human neuronal cells. NF-kB reporter expression; stronger effect = higher value. fold change at 12.5 µM. hit rate 1.6% among 190,000; in the data active means fold change above about 3.3
# STAT3 blocker: STAT3 signaling inhibition. U3A cells, IL-6 STAT3-luciferase reporter, luminescence; host cell line lacks STAT1. inhibition, % at 5.5 µM. hit rate 0.89% among 190,000. AID 862;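 active means inhibition above the mean inhibition across all screened compounds plus 3 SD, cut at about 44% in these data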;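 further: 0% = DMSO only wells and 100% = 100 µM nifuroxazide control wells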
# STAT3 act: STAT3 signaling activation | U3A cells, IL-6 STAT3-luciferase reporter, luminescence; 100% = signal with IL-6 EC80 alone | hit rate 0.91% among 190,000 | activation (% of control), % at 5.6 µM;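 active means activation above the screen-wide mean of compound activation plus 3 SD, cut at about 130% in these data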;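 further: 0% = background luminescence of wells with medium and substrate only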
#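 Material: STAT3-luciferase reporter U3A cells. Controls: IL-6-treated wells, 100% activation. Read-out: % activation versus median of IL-6-stimulated wells. Probe or stimulus: IL-6 stimulus at 33 ng/mL final. Timing: compound 1 h, then IL-6 6 h at 37 °C. Signal: reporter luminescence signal.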
# APP 5UTR inh: APP translation inhibition; SH-SY5Y APP 5'UTR-luciferase reporter, luminescence; inhibition, % at 2 µM; hit rate 0.82% among 190,000;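 active means inhibition above a set limit, derived from the sample mean plus 3 SD, cut at about 45% in these data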; further: values of inactives mirror those of a sister screen read the other way
# Hsp70 act: switches on Hsp70 transcription; AID 1203; HeLa Hsp70 promoter luciferase reporter, luminescence; scaled: vehicle 0, proteasome-inhibitor control 100%; activation, % at 10 µM; hit rate 0.04% among 200,000;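 active means activation above the mean across all tested compounds plus 3 SD, cutoff set per campaign, cut at about 5.5% in these data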;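 further: 100% = MG132 at 30 µM as the positive control and 0% = DMSO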
# STAT1 activator: STAT1 signaling activation. hit rate 2.6% among 200,000. activation (% of control), % at 5.5 µM. NIH 3T3 STAT1-luciferase reporter, IFN-gamma, luminescence; 100% = IFN-gamma alone, no compound. AID 932;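 active means activation above the screen-wide mean activation plus 3 SD, cut at about 130% in these data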;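 further: raw ratio to IFN-gamma control signal so 100% means no change and 0% no light; values of inactives mirror those of a sister screen read the other way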
# FLuc inh counter: Photinus pyralis luciferase inhibition counter-screen | hit rate 1.5% among 200,000 | inhibition, % at 10 µM | ATPLite firefly luciferase biochemical luminescence, 10 min | P08659 | AID 1006;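 active means inhibition above about 50% when tested at 10 µM, limit read from the data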
# Target sequence (P08659 whole entry, looked up): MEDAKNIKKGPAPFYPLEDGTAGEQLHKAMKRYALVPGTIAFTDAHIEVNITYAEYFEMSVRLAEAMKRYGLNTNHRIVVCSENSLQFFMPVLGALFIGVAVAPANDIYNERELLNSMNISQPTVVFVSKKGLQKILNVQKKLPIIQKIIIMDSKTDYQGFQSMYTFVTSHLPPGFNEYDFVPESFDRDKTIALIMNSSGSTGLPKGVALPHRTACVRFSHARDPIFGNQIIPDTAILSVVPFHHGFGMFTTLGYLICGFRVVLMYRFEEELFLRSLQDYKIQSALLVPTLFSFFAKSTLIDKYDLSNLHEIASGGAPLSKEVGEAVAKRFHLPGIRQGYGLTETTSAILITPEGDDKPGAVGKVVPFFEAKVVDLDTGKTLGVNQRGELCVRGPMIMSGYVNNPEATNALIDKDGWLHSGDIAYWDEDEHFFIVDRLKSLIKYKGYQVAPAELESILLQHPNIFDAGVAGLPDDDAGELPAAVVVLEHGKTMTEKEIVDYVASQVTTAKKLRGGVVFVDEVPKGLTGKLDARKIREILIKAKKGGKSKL
# RAM network inh: blocks the yeast RAM network; inhibition, % at 50 µM; AID 868; S. cerevisiae dse1pr::URA3 reporter, 5-FOA growth OD615, 2 d; analog-sensitive cbk1-as2 kinase mutant strain; hit rate 1.8% among 190,000;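 active means inhibition above a set limit, 3 SD over mean compound inhibition, cut at about 8.4% in these data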;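 further: 0% = DMSO-only wells with no growth and 100% = 10 µM 1-NA-PP1 full growth; inhibition rescues growth on 5-FOA so higher OD means more RAM inhibition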
# STAT1 blocker: reduces IFN-gamma driven STAT1 reporter signal; NIH 3T3 STAT1-luciferase reporter, luminescence; inhibition, % at 5.5 µM; hit rate 0.35% among 200,000; AID 920;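 active means inhibition above a set limit, the mean inhibition across all tested compounds plus 3 SD, cut at about 34% in these data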;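 further: 0% = IFN-gamma with DMSO and 100% = IFN-gamma with 300 µM nifuroxazide; values of inactives mirror those of a sister screen read the other way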
# * marks the source's active call; other numbers are inactive results; nt = no result given.
Molecule	STAT3 act	STAT1 activator	FLuc inh counter	NF-kB neuron act	APP 5'UTR act	APP 5UTR inh	RAM network inh	Hsp70 act	STAT1 blocker	STAT3 blocker
COc1ccc(CCNC(=O)Cn2cnc3c(cnn3-c3ccccc3Cl)c2=O)cc1OC	98	97	-6	1.1	7	-7	0.2	-0.2	4	8
Cc1ccccc1-c1noc(C23CC4CC(CC(C4)C2)C3)n1	102	104	-6	1.1	14	-14	1.7	-0.2	-5	1
O=C(c1ccco1)N1CCN(C(=O)C2CCCO2)CC1 (stereo unspecified)	105	98	-8	1.1	9	-9	0.6	-0.2	4	-4
Cc1cc(=O)[nH]c(SCC(=O)/C=C2\N(C)c3ccccc3C2(C)C)n1	105	96	-1	0.52	-5	6	2.7	-0.5	5	3
COc1ccc(NS(=O)(=O)c2cccc3nsnc23)cc1OC	85	100	-9	0.76	34	-34	-0.1	-0.5	1	23
O=C(O)CNC(=O)C12CC3CC(CC(Cl)(C3)C1)C2	100	96	6	0.93	-20	20	0.9	-0.3	3	2
COc1ccc(CNC(=O)C2CC(c3cccc(OC)c3)=NO2)cc1 (stereo unspecified)	97	104	-2	1.4	-1	1	-0.5	0.0	-4	8
CCn1c(O)c(/C=N/n2cnnc2)sc1=S	107	89	-8	1	2	-2	0.5	0.5	12	-6
COc1cc(Cl)c(C)cc1NC(=O)CNC(=O)Cn1cnc2ccccc2c1=O	96	99	-2	1.2	10	-10	-0.4	-0.2	1	9
CN(C(=O)CSc1nc2ccccc2n1CCc1ccccc1)C1CCS(=O)(=O)C1 (stereo unspecified)	90	97	-6	0.97	0	0	1.6	0.0	4	15
CCCOC(=O)c1c(NC(=O)CCCn2nc([N+](=O)[O-])c(Cl)c2C)sc(C(=O)OC)c1C	102	100	-7	1.3	-12	12	4.3	-0.1	0	-4
Cc1cccnc1NC(=O)C1CCN(S(=O)(=O)c2cccs2)CC1	99	97	-3	0.97	-6	6	-0.4	-0.4	1	2
COc1cc2cc(Oc3ccc4ccc(=O)oc4c3)c(=O)oc2cc1O	91	103	2	1.4	-6	6	2.0	-0.4	-3	7
O=C(O)c1ccc(-n2c(=O)c3ccccc3c3ccccc3c2=O)cc1	96	102	0	1.3	3	-3	2.4	-0.3	-4	8
CCCCCn1c(-c2ccco2)nc2nc3ccccc3nc21	97	104	-4	0.91	3	-3	0.3	-0.3	-4	11
Cc1cccc(C)c1NC(=O)N1CCCC1C(=O)Nc1ccc(-n2cnnn2)cc1 (stereo unspecified)	107	102	-4	1.1	-7	7	1.4	-0.3	-2	-2
O=C(Nc1cccc(C(=O)O)c1)/C(=C/c1ccc2c(c1)OCO2)NC(=O)c1cccc(Br)c1	101	102	0	1.2	-1	1	5.7	-0.2	-4	1
O=S(=O)(c1ccccc1)N1C2CCC1CC(O)(c1cccnc1)C2 (stereo unspecified)	100	95	-2	0.98	-5	5	0.8	0.0	6	1
O=C(COc1ccc(F)cc1)NN1C(=O)CSC1=S	99	103	-6	1	-4	4	0.7	-0.3	-4	6
Cc1ccc2c(c1)NC(=O)C(CC(=O)NCCCN1CCc3ccccc3C1)O2 (stereo unspecified)	114	100	-12	1	45	-45	-0.8	-0.1	0	-8
COc1ccc(CCn2c(-c3ccncc3)n[nH]c2=S)cc1OC	89	101	-1	1.2	2	-2	0.4	0.2	-1	21
CC(C)OCC1Cn2c(nc3c2c(=O)n(C)c(=O)n3C)O1 (stereo unspecified)	102	93	-7	1.3	5	-5	0.7	0.1	8	0
COc1ccc(CCNC(=O)CC2SC(=NCCc3ccccc3)NC2=O)cc1 (stereo unspecified)	94	96	-6	1.2	22	-22	5.8	0.6	5	10
Cc1cccc(/C=N/NC(=O)C(C)Nc2cccc3ccccc23)n1 (stereo unspecified)	164*	107	-7	2.3	14	-14	1.2	-0.4	-1	-75
O=C(c1nc2ccccn2c1CN1CCN(c2ccccc2O)CC1)N1CCCC1	102	97	-7	1.2	9	-9	-0.3	0.2	1	5
Cc1c(C(=O)O)oc2c1C(O)CCC2 (stereo unspecified)	107	99	-5	0.98	2	-2	1.1	0.0	1	-4
O=C(COc1ccccc1)Nc1nnc(-c2ccc(Cl)s2)o1	105	102	-4	1.1	nt	nt	3.8	-0.1	-3	4
CCCc1ccc(Oc2cn[nH]c2-c2ccc(O)c(C)c2O)cc1	90	95	-5	1	-16	16	0.5	-0.2	6	17
Cc1cc(C)n(C(=O)c2cc3c(s2)CCCC3)n1	103	107	-2	1.9	-8	8	0.3	0.3	-8	1
CC1=NN(c2nc(-c3ccc(C)cc3)cs2)C(=O)C1N=Nc1ccc2ccccc2c1 (stereo unspecified)	150*	99	0	1.1	-3	3	11*	0.1	1	-54
N#Cc1c(-c2ccco2)cc(-c2ccccn2)nc1N	93	106	-2	1.1	10	-10	-0.1	0.3	-7	10
O=C(OCC#CCSc1nnc(-c2ccncc2)o1)c1sc2ccccc2c1Cl	100	100	2	1.4	-5	5	2.0	-0.2	-1	-1
CCc1cc(/C(Cc2csc(C)n2)=N/O)c(O)cc1O	71	94	-5	0.76	-7	7	1.3	-0.2	6	38
O=C(Cc1cccs1)NCCCc1ccccc1	104	110	-4	nt	11	-11	0.4	0.0	-11	1
O=C(CCSCc1ccccc1F)N1CCN(c2ccccn2)CC1	98	107	-1	1.7	42	-42	1.6	-0.3	-10	7
O=C(NCC1(c2ccccc2)CCCC1)c1ccccc1	97	110	-6	1.3	1	-1	0.7	-0.4	-8	1
COc1ccc(C2=NOC(C(=O)Nc3ccc(C)cc3)C2)cc1OC (stereo unspecified)	101	93	-6	0.83	8	-8	9.2*	0.4	8	4
O=C(Nc1cccc(O)c1)c1cc(-c2ccco2)on1	92	98	76*	1.9	14	-14	0.0	-0.2	2	14
CCOC(=O)/C(=N\Nc1ccc(Br)cc1)N1CCN(c2ccccc2OC)CC1	95	94	-3	1.5	6	-6	-0.1	-0.2	5	7
C/C(=N\N=C1\NC(=O)C(CC(=O)Nc2ccc(Cl)cc2)S1)c1ccco1 (stereo unspecified)	109	104	-5	1.1	8	-8	3.0	-0.1	-6	-3
Cc1ccc(S(=O)(=O)C2(C(=O)N3CCN(c4cc(C)ccc4C)CC3)CC2)cc1	94	91	-6	0.79	15	-15	0.7	-0.6	9	9
COc1ccc(NS(=O)(=O)c2cc(NC(=O)c3ccc(=O)[nH]c3)ccc2N2CCOCC2)cc1	103	102	-3	0.93	5	-5	3.3	-0.1	-4	1
N[C@@H](Cc1ccccc1)c1nnc(SCc2ccccc2F)o1	110	97	-5	1.3	12	-12	1.4	0.0	3	-8
COc1ccc(/C=C/C(=O)NC(=S)Nc2ccc(S(=O)(=O)Nc3ccc(OC)nn3)cc2)cc1	93	101	1	0.98	3	-3	4.9	-0.3	-2	4
O=C(NCc1nc(-c2ccccc2)no1)c1ccc(Br)o1	100	100	-2	1.8	9	-9	-0.8	-0.4	0	3
O=C(O)c1ccccc1OCc1ccccc1Br	99	99	-7	1.1	-3	3	0.5	0.0	2	2
COc1ccc(CSCC(=O)N/N=C/c2ccc(OCC(=O)N3CCCCC3)cc2)cc1	92	100	-6	0.85	-5	4	3.6	-0.3	0	15
NC(=O)CSc1nnc(-c2ccc([N+](=O)[O-])cc2)o1	105	109	-2	1.6	-15	15	1.1	-0.2	-9	-3
O=C(Nc1ccncc1)Nc1ccncc1	103	98	1	0.96	-2	2	2.7	-0.4	2	-1
O=C(O)C1CC=CCC1C(=O)N1CCc2ccccc21 (stereo unspecified)	122	95	-2	1.3	-15	15	2.0	0.3	6	-23
Cc1cc(C)cc(OCC(O)CN2CCN(Cc3ccc4c(c3)OCO4)CC2)c1 (stereo unspecified)	99	89	-2	0.86	0	0	0.5	-0.3	12	9
[N-]=[N+]=CC(=O)CCCN1C(=O)c2ccccc2C1=O	95	95	0	0.75	8	-8	-1.0	-0.1	6	17
c1csc(C2=NNC(=NC3CCCCC3)SC2)c1	107	155*	74*	2.5	137*	-137	0.3	1.3	-58	1
CC(=O)Nc1cccc(N2CCCC2=O)c1	96	93	-3	1.1	6	-6	0.7	-0.4	8	5
Cc1cc(C(=O)COC(=O)CNS(=O)(=O)c2ccc3ccccc3c2)c(C)n1-c1ccccc1	100	101	-2	1.2	7	-7	4.5	-0.2	-2	3
CCn1c(SCC(=O)NCC(=O)Nc2ccc(F)cc2)nnc1-c1cccs1	105	95	-10	0.85	7	-7	0.2	-0.3	6	-2
CC(C)Oc1ccc(C2CCC(=O)NC2=O)cc1 (stereo unspecified)	107	105	-4	0.96	4	-4	0.9	0.0	-6	-8
O=C(CCN1C(=O)C2C3C=CC(C4CC34)C2C1=O)Oc1cccc2cccnc12 (stereo unspecified)	101	97	-4	1.1	0	0	0.5	-0.6	3	6
CCN1C(=O)CC(N2CCN(c3ccc(C(=O)c4ccccc4)cc3)CC2)C1=O (stereo unspecified)	104	114	1	1.1	24	-24	1.4	0.2	-15	-2

# One compound at a time, as listed above. Order of screens: STAT3 act | STAT1 activator | FLuc inh counter | NF-kB neuron act | APP 5'UTR act | APP 5UTR inh | RAM network inh | Hsp70 act | STAT1 blocker | STAT3 blocker
# `CC(C)Oc1ccc(C2CCC(=O)NC2=O)cc1` (stereo unspecified) is listed as 107 | 105 | -4 | 0.96 | 4 | -4 | 0.9 | 0.0 | -6 | -8
# `[N-]=[N+]=CC(=O)CCCN1C(=O)c2ccccc2C1=O` is listed as 95 | 95 | 0 | 0.75 | 8 | -8 | -1.0 | -0.1 | 6 | 17
# `O=C(CCSCc1ccccc1F)N1CCN(c2ccccn2)CC1` is listed as 98 | 107 | -1 | 1.7 | 42 | -42 | 1.6 | -0.3 | -10 | 7
# `COc1ccc(NS(=O)(=O)c2cc(NC(=O)c3ccc(=O)[nH]c3)ccc2N2CCOCC2)cc1` is listed as 103 | 102 | -3 | 0.93 | 5 | -5 | 3.3 | -0.1 | -4 | 1

# A different layout for some results above.
> Cc1ccc(S(=O)(=O)C2(C(=O)N3CCN(c4cc(C)ccc4C)CC3)CC2)cc1
  STAT3 act = 94
  STAT1 activator = 91
  FLuc inh counter = -6
  NF-kB neuron act = 0.79
  APP 5'UTR act = 15
  APP 5UTR inh = -15
  RAM network inh = 0.7
  Hsp70 act = -0.6
  STAT1 blocker = 9
  STAT3 blocker = 9
> COc1ccc(CSCC(=O)N/N=C/c2ccc(OCC(=O)N3CCCCC3)cc2)cc1
  STAT3 act = 92
  STAT1 activator = 100
  FLuc inh counter = -6
  NF-kB neuron act = 0.85
  APP 5'UTR act = -5
  APP 5UTR inh = 4
  RAM network inh = 3.6
  Hsp70 act = -0.3
  STAT1 blocker = 0
  STAT3 blocker = 15
> C/C(=N\N=C1\NC(=O)C(CC(=O)Nc2ccc(Cl)cc2)S1)c1ccco1 (stereo unspecified)
  STAT3 act = 109
  STAT1 activator = 104
  FLuc inh counter = -5
  NF-kB neuron act = 1.1
  APP 5'UTR act = 8
  APP 5UTR inh = -8
  RAM network inh = 3.0
  Hsp70 act = -0.1
  STAT1 blocker = -6
  STAT3 blocker = -3

# No enrichment for hits (roughly 7.7% active in at least one column).
